Pol kappa inh: inhibitors of human DNA polymerase kappa | Potency, µM (titrated, usually from 107 µM), for inactives: top-dose activity, negative = inhibition, most hits filed as inhibitors | purified Pol kappa, fluorescent DNA synthesis assay, 10 min | AID 588579 | 400,000 tested, 0.53% active | Q9UBT6; further: on the % scale 0 is the no-effect control and ±100 the full control effect
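Activity was followed as the change in fluorescence between reads at 0 and 10 min after starting the reaction with 50 nM substrate. Beforehand, 10 nM polymerase had been preincubated with compound for 15 min at room temperature.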
BAZ2B inh: BAZ2B (human) inhibition. AlphaScreen BAZ2B-H3K14Ac peptide displacement. 360,000 tested, 4.4% active. AID 504333. Potency, µM (doses to about 114 µM), for the others: top-dose activity change, negative = inhibition, usual class: inhibitors; further: on the % scale 0 is the no-effect control and ±100 the full control effect; nearly all actives have a fitted effect of over 60% in size
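Inhibition is scored as reduced AlphaScreen emission. The BAZ2B/b-H3(5-23)K14Ac complex (50 nM each) in PBS pH 7.4, 0.01% Tween-20 meets compound (up to 110 uM) for 30 min at RT before bead addition.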
JMJD2A Tudor inh: JMJD2A Tudor domain (human) inhibition; O75164; AlphaScreen JMJD2A-Tudor / H3K4me3 peptide binding; Potency, µM (series often up to 114 µM), without a hit: at the highest dose activity change, negative = inhibition, most hits filed as inhibitors; 390,000 tested, 4.4% active; AID 504339; further: on the % scale 0 is the no-effect control and ±100 the full control effect; nearly all actives have a fitted effect of over 50% in size
POLH inh: inhibitors of human DNA polymerase eta; recombinant Pol eta, fluorescent DNA replication assay; Potency, µM (highest dose often 114 µM), without a hit: at the highest dose activity change, negative = inhibition, actives largely listed as inhibitors; 390,000 tested, 1.2% active; AID 588591; further: on the % scale 0 is the no-effect control and ±100 the full control effect
Target sequence (Q9Y253 whole entry, looked up): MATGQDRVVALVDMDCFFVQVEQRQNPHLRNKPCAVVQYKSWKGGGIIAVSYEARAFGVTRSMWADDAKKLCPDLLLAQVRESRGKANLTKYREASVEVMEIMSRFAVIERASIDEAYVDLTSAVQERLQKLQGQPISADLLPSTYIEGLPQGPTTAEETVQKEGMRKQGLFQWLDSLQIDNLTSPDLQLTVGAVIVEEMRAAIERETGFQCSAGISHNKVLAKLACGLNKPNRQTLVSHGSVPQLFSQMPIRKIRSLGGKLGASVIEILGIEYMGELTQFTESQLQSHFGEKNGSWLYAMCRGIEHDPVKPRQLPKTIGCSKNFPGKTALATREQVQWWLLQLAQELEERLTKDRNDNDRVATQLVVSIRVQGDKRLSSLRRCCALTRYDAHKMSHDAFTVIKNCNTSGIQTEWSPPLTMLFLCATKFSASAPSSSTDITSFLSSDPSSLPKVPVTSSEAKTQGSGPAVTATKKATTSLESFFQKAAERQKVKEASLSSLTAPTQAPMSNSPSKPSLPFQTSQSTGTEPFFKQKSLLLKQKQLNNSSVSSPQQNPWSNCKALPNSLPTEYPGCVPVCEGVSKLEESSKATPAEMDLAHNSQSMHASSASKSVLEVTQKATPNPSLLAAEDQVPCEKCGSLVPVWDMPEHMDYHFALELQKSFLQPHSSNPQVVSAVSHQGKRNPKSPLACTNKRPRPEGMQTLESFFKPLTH
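Fluorescent replication assay: 50 nM final substrate added after a 15 min room-temperature compound preincubation with 10 nM enzyme. Signal taken at 0 min and again at 10 min.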
Pol iota inh: inhibitors of human DNA polymerase iota | Q9UNA4 | Pol iota fluorescent replication assay, 10 min | Potency, µM (series often up to 115 µM), for the others: top-dose activity, negative = inhibition, hits mostly inhibitors | 390,000 tested, 1% active | AID 588590
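Fluorescent replication assay read twice, at 0 min and 10 min after adding 50 nM (final) substrate. Enzyme (10 nM) and compounds were first incubated 15 min at room temperature; enzyme-free buffer wells were negative controls.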
BLM helicase inh: blocks DNA unwinding by human BLM helicase; 350,000 tested, 0.2% active; recombinant BLM DNA unwinding, fluorescence dequenching; Potency, µM (doses to about 56.1 µM), for the others: at the highest dose activity change, negative = inhibition, usual class: inhibitors; P54132;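 further: plate controls were vehicle for no effect and no enzyme for full effect; nearly all actives have a fitted effect of over 35% in size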
APEX1 inh: blocks human APE1 abasic DNA cleavage | AID 2517 | 350,000 tested, 0.35% active | P27695 | recombinant APE1, TAMRA/BHQ-2 abasic DNA cleavage fluorescence | Potency, µM (top dose mostly 65.8 µM), for inactives: at the top dose activity change, negative = inhibition, hits mostly inhibitors;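 further: plate controls were vehicle for no effect and reference inhibitor for full effect; nearly all actives have a fitted effect of over 55% in size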
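Substrate: short duplex with […] THF abasic site, 5'-TAMRA and 3'-BHQ-2, 50 nM final. APE1 at 0.75 nM, preincubated 15 min RT with compound. Fluorescence increase from first to third read measured activity.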
G9a inh: blocks human histone lysine methyltransferase G9a; Q96KQ7; G9a H3K9 monomethylation, AlphaScreen, 2 h; Potency, µM (series often up to 102 µM), for inactives: at the top dose activity, negative = inhibition, hits mostly inhibitors; 350,000 tested, 8.8% active; AID 504332; further: on the % scale 0 is the no-effect control and ±100 the full control effect; nearly all actives have a fitted effect of over 75% in size
Target sequence (Q96KQ7 913-1193 limits assumed): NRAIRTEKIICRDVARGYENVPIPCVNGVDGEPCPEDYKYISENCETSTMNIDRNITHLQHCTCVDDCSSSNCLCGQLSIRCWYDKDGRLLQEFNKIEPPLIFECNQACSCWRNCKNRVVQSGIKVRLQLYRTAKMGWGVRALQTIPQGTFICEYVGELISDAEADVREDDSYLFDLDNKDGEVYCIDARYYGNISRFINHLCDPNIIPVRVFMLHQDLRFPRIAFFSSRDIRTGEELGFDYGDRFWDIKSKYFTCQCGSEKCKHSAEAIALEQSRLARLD
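Using a bead-based AlphaScreen, monomethylated H3K9 product from 2 h room-temperature reactions (G9a 20 nM, peptide 500 nM, SAM 20 uM) was detected with 0.5 ug/mL rabbit anti-H3K9me1 antibody.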
POLB inh: inhibitors of human DNA polymerase beta | P06746 | Pol beta primer extension/strand displacement, fluorescence kinetic | Potency, µM (highest dose often 114 µM), without a hit: top-dose activity change, negative = inhibition, usual class: inhibitors | 340,000 tested, 1.3% active | AID 485314; further: on the % scale 0 is the no-effect control and ±100 the full control effect
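Values derive from four-parameter Hill fits of normalized kinetic data: reads at 0 and 10 min following addition of 50 nM substrate to 10 nM Pol beta preincubated 15 min with compound.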
* = called active by the depositor; u = inconclusive; x = no result given; [ ] = remark or other dose. The call rests on the fitted dose curve; in most records, active means well fitted curve in the direction sought with a large enough effect; inconclusive means small, poorly fitted or top-dose-only effect, or another doubt; inactive means no such curve, though single readings can be large; an effect the other way counts as inactive or inconclusive. Potency means the concentration at half of the fitted maximal effect. Some of the compounds tested; count on the stated rates, not on these rows.

Second line of a record – POLH inh | JMJD2A Tudor inh | BLM helicase inh | G9a inh | APEX1 inh | POLB inh | Pol kappa inh | BAZ2B inh | Pol iota inh
1: CCOc1ccc(N(CC(=O)N2CCN(C(=O)CN(c3ccc(OCC)cc3)S(C)(=O)=O)CC2)S(C)(=O)=O)cc1
 : -7% | -3% | -8% | -6% | 10% | -12% | 11% | -29% | -24%
2: C1CCCC(N2CCNCC2)CC1
 : 6% | -16% | 5% | -10%[59 µM] | 0% | 1% | -3% | 3% | 11%
3: CCOc1ccc(CC(=O)NCCc2csc(-c3ccc(Cl)cc3)n2)cc1
 : -18% | -11% | 1% | 10%[59 µM] | x | -1% | -9%[60.1 µM] | -1% | -5%
4: CCN(CC)c1nc(-c2ccccc2)ncc1S(=O)(=O)c1ccc(C)cc1
 : -9% | 64%[activator] | -4% | 131%[activator] | -6% | -4% | -2% | 15% | 0%
5: CCCCNC(=O)CSc1nc2ccccc2c(=O)n1CCNC(C)=O
 : -13% | 14% | -3% | 18% | 0% | 1% | -8% | 1% | -41%
6: Cc1cccc(C(CC(=O)N2CCCCC2)c2ccccc2)c1O (stereo not given)
 : -17% | -12% | -4% | x | -5% | -5% | -11% | 10% | 45%[activator]
7: O=C(Nc1ccc(F)cc1F)c1cccnc1
 : -8% | u | 0% | 18%[59 µM] | 1% | 3% | -1% | 7% | 22%
8: CCOc1ccccc1CNS(=O)(=O)c1cc(-c2cc(C)no2)ccc1OC
 : -10% | -5% | -6% | -5%[59 µM] | 25% | 7% | -11% | -15% | 20%
9: C/C(=N/N1CCN(c2ccccn2)CC1)c1ccc([N+](=O)[O-])cc1
 : -2% | 31% | -5% | u | 20% | 40% | -1% | -6% | 30%[activator]
10: COc1ccc(CCNC(=O)CCCn2c(SCC#N)nc3ccccc3c2=O)cc1OC
 : -13% | 1% | -1% | 15%[59 µM] | 5% | 50% | -14% | 8% | -11%
11: c1ccc(-c2ncc3c(ccc4ccccc43)n2)cc1
 : -20% | 9% | 5% | -5%[59 µM] | -4% | 1% | -11% | 1% | 9%
12: COc1ccccc1-c1cc2nc(C)c(CCC(=O)O)c(C)n2n1
 : -11% | 1% | 1% | -5%[59 µM] | x | 7% | 6% | x | 25%
13: CCOC(=O)c1nc(Nc2ccc(N3CCC(C)CC3)cc2)c2ccccc2n1
 : u | 28µM* | -7% | x | u | 79% | -12% | 40µM* | 21%
14: COc1ccc(OCC(O)CN(CCO)CC(O)Cn2ccc3ccccc32)cc1 (stereo not given)
 : -6% | -22% | 4% | 10%[59 µM] | 1% | 29% | -12% | -4% | 15%
15: CCOC(=O)CNC(=O)N(CCOC)CC1CCCN(C2Cc3ccccc3C2)C1 (stereo not given)
 : 0% | -1% | -2% | 56%[activator] | 2% | 17% | 1% | -4% | 17%
16: CCN(C(=O)CSc1nc2nc(C)cc(C)n2n1)C1CCS(=O)(=O)C1 (stereo not given)
 : 7% | 4% | -1% | 20% | 15% | 3% | -3% | -16% | 124%[activator]
17: O=C(Cn1nnc2ccccc2c1=O)NCCc1ccc(F)cc1
 : x | x | -1% | 2%[59 µM] | 5% | -1% | x | -29% | x
18: COc1ccc(OC)c(CN(CCN2CCOCC2)S(=O)(=O)c2ccc(NC(C)=O)cc2)c1
 : 0% | -15% | -1% | x | 15% | 42% | -15% | 0% | 20%
19: CCOC(=O)c1sc(=S)n(-c2ccccc2Cl)c1C
 : -17% | -7% | -11% | u | 1% | -2% | 8% | -23% | 13%
20: Cc1ccccc1C(=O)NC(=S)Nc1sc2c(c1C#N)CCCC2
 : -7% | u | -8% | u | -2% | -1% | 3% | -37% | 6%
21: CCN(C(=O)CSc1nnc(-c2ccc(F)cc2)n1C)C1CCS(=O)(=O)C1 (stereo not given)
 : -7% | -15% | x | x | 5% | x | -15% | x | -6%
22: COCCNS(=O)(=O)c1ccc(-c2ccc(C)cc2)cc1
 : -18% | -14% | 1% | 16%[59 µM] | 3% | -1% | -11% | u | 8%[58.9 µM]
23: CC1CC(C)CN(S(=O)(=O)c2ccc(C(=O)Nc3nnc(C4CC4)o3)cc2)C1 (stereo not given)
 : -4% | -10% | -10% | 55%[activator] | 52%[activator] | 3% | 3% | u | 32%
24: Cc1nn(C)cc1NC(=O)c1ccc(Br)o1
 : -5% | -3% | -2% | -12%[59 µM] | -1% | 21% | -8% | -3% | 31%[activator]
25: Cc1cc(=O)c2c(C)nn(-c3ccccc3)c2[nH]1
 : -4% | -17% | -3% | -44% | -8% | 15% | -3% | 7% | 17%
26: Cc1ccc(C(O)c2nc3ccccc3n2C(C)C)cc1 (stereo not given)
 : -8% | -29% | -4% | -8%[59 µM] | -1% | -18% | -8% | 0% | 21%
27: OCCCn1c(CCNc2nc(-c3ccc(F)cc3)cs2)nc2cc(C(F)(F)F)ccc21
 : -17% | -35% | x | x | x | x | 4% | x | 25%
28: Cc1ccc(C(=O)N(NC2=NS(=O)(=O)c3ccccc32)S(=O)(=O)c2ccc(C)cc2)cc1
 : -23% | u | -3% | u | -12% | 1% | -13% | -2%[57.1 µM] | -11%
29: O=C(NCc1cccnc1)c1noc2c1CCCCC2
 : 5% | -4% | 0% | 14%[12.7 µM] | -5% | -2% | -3% | 4% | -12%[58.9 µM]
30: O=P(CCCCCCCCCP(=O)(c1ccccc1)c1ccccc1)(c1ccccc1)c1ccccc1
 : u | -19%[57.1 µM] | -5% | u | -4% | -4% | -10% | -1% | 2%

The final 2 entries of the part before lead into the next:
Second line of a record – POLH inh | JMJD2A Tudor inh | BLM helicase inh | G9a inh | APEX1 inh | POLB inh | Pol kappa inh | BAZ2B inh | Pol iota inh
29: O=C(NCc1cccnc1)c1noc2c1CCCCC2
 : 5% | -4% | 0% | 14%[12.7 µM] | -5% | -2% | -3% | 4% | -12%[58.9 µM]
30: O=P(CCCCCCCCCP(=O)(c1ccccc1)c1ccccc1)(c1ccccc1)c1ccccc1
 : u | -19%[57.1 µM] | -5% | u | -4% | -4% | -10% | -1% | 2%
31: C=CCn1c(N)cc(=O)nc1SCC(=O)Nc1ccccc1
 : -8% | 7% | 1% | -3% | -1% | 6% | -2% | 9% | 30%[activator]
32: COCC1CCN(Cc2nc(Cc3ccccc3Cl)no2)CC1
 : -18% | -9% | -2% | 4% | -3% | -2% | -5% | 5% | 80%[activator]
33: OCCNc1nc(Nc2ccccc2O)nc(N2CCCC2)n1
 : -6% | -21% | x | x | x | x | -5% | x | 22%
34: Cc1cc(C)nc(NS(=O)(=O)c2ccc(NC(=O)c3ccc(O)cc3O)cc2)n1
 : 6% | -16% | -3% | -7%[59 µM] | -1% | 0% | -5% | -32% | 10%
35: Cc1ccc(-n2nc(CO)c(C(=O)NCc3ccccn3)n2)cc1
 : -4% | -10% | 3% | -44%[59 µM] | x | 33% | 4% | -2% | 10%
36: CS(=O)(=O)N(CCc1ccccc1)CC(=O)N1CCN(Cc2ccc3c(c2)OCO3)CC1
 : -12% | -15% | -7% | u | -3% | 5% | -9% | -10% | -1%
37: CCOC(=O)c1ccc2c(c1)nc(SCC(=O)c1cc3ccccc3o1)n2CC
 : -18% | -19% | -9% | 79µM* | -6% | 0% | -13% | -4% | u
38: Cc1ccc(N2CC(NC(=O)CCc3ccccc3)CC2=O)cc1 (stereo not given)
 : -13% | -2% | 0% | 5%[59 µM] | x | 0% | -10%[60.1 µM] | 0% | u
39: CC(=O)c1ccc2cccc3c2c1N=CN3C
 : 2% | -13% | -10% | 45µM* | u | 19% | -4% | -22% | 43%[activator]
40: Cn1cc(-c2cc3n(n2)CCC(=O)N3CCCC(=O)NCc2ccc(F)cc2)c2ccccc21
 : 2% | 1% | 1% | -5%[59 µM] | x | u | -11%[60.1 µM] | 1% | 6%
41: COc1ccc(NC(=O)Nc2ccc(C)cc2Br)c(OC)c1
 : 9% | -9% | -7% | -12%[59 µM] | 13% | 37%[activator] | -7% | -8% | 7%
42: O=C(NC1CCN(C(=O)N2c3ccccc3Sc3ccccc32)CC1)c1ccco1
 : -22% | u | -6% | -16%[59 µM] | -4% | -4% | 0% | x | -12%
43: O=C(CSc1nnc(-c2ccccc2)n1CC1CCCO1)N1CCCC1 (stereo not given)
 : 5% | -3% | -2% | 22% | 0% | 6% | -1% | -15% | 63%[activator]

Molecules shown so far that contain a halogen (10):
Second line of a record – POLH inh | JMJD2A Tudor inh | BLM helicase inh | G9a inh | APEX1 inh | POLB inh | Pol kappa inh | BAZ2B inh | Pol iota inh
3: CCOc1ccc(CC(=O)NCCc2csc(-c3ccc(Cl)cc3)n2)cc1
 : -18% | -11% | 1% | 10%[59 µM] | x | -1% | -9%[60.1 µM] | -1% | -5%
7: O=C(Nc1ccc(F)cc1F)c1cccnc1
 : -8% | u | 0% | 18%[59 µM] | 1% | 3% | -1% | 7% | 22%
17: O=C(Cn1nnc2ccccc2c1=O)NCCc1ccc(F)cc1
 : x | x | -1% | 2%[59 µM] | 5% | -1% | x | -29% | x
19: CCOC(=O)c1sc(=S)n(-c2ccccc2Cl)c1C
 : -17% | -7% | -11% | u | 1% | -2% | 8% | -23% | 13%
21: CCN(C(=O)CSc1nnc(-c2ccc(F)cc2)n1C)C1CCS(=O)(=O)C1 (stereo not given)
 : -7% | -15% | x | x | 5% | x | -15% | x | -6%
24: Cc1nn(C)cc1NC(=O)c1ccc(Br)o1
 : -5% | -3% | -2% | -12%[59 µM] | -1% | 21% | -8% | -3% | 31%[activator]
27: OCCCn1c(CCNc2nc(-c3ccc(F)cc3)cs2)nc2cc(C(F)(F)F)ccc21
 : -17% | -35% | x | x | x | x | 4% | x | 25%
32: COCC1CCN(Cc2nc(Cc3ccccc3Cl)no2)CC1
 : -18% | -9% | -2% | 4% | -3% | -2% | -5% | 5% | 80%[activator]
40: Cn1cc(-c2cc3n(n2)CCC(=O)N3CCCC(=O)NCc2ccc(F)cc2)c2ccccc21
 : 2% | 1% | 1% | -5%[59 µM] | x | u | -11%[60.1 µM] | 1% | 6%
41: COc1ccc(NC(=O)Nc2ccc(C)cc2Br)c(OC)c1
 : 9% | -9% | -7% | -12%[59 µM] | 13% | 37%[activator] | -7% | -8% | 7%

A few values from above:
cpd 37 in POLB inh reads 0%
cpd 34 in APEX1 inh reads -1%

Source: PubChem (National Center for Advancing Translational Sciences (NCATS))
